Compound activity (PubChem BioAssay)
SR-BI HDL uptake: blocks mouse SR-BI lipid uptake from DiI-HDL; inhibition, % at 12.5 µM; ldlA[mSR-BI] CHO cells, DiI-HDL uptake fluorescence, 3 h; Q61009; hit rate 0.96% among 320,000; AID 488896;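 active means mean replicate inhibition of at least 70% and a set share of replicates each scoring 70 or more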;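 further: 0% = median of neutral control wells and 100% = median of positive control wells; values of inactives mirror those of a sister screen read the other way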
Arr AP2 block: inhibitors of human beta-arrestin and AP2 interaction; FITC-arrestin peptide / GST-AP2 beads, flow cytometry; AP2 beta2 appendage carries R879A mutation; inhibition, % at 10 µM; hit rate 0.31% among 340,000;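 active means inhibition above a set limit, near 3 SD of compounds lacking own fluorescence, cut at about 54% in these data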;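 further: plate controls were DMSO wells for no effect and 5 µM unlabelled arrestin peptide for full effect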
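Assay system: GST-AP2 R879A bound to glutathione beads, E. coli-expressed; Medium: PBS with 0.05% Tween 20 and 0.1% BSA; Also added: fluorescein-tagged arrestin peptide at 50 nM final; Timing: 12 min plus 1 h, RT; Measured by: flow cytometry, FL1 (488/535 nm); Evaluation: percent drop in bead-associated FITC signal.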
Cardiac RTF inh: cardiac RTF calcium desensitization | P19429+P45379 | IANBD-labeled cardiac RTF, Ca2+ fluorescence | AID 493244 | inhibition, % at 7.15 µM | hit rate 0.12% among 340,000;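 active means inhibition above the mean inhibition of all tested compounds plus 3 SD, cut at about 17% in these data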;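 further: assay run at fixed EC70 calcium of 1.6 mM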
DAGLB inhibitor: diacylglycerol lipase beta (human) inhibition | HEK293T DAGLB membrane lysate, EnzChek fluorogenic substrate | inhibition, % at 5.17 µM | Q8NCG7 | hit rate 0.059% among 340,000; in the data active means inhibition above about 34%;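 further: 0% = enzyme with vehicle and 100% = wells lacking enzyme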
NSD2 HMT inh: blocks human histone methyltransferase NSD2; AID 743445; inhibition, % at 12.5 µM; NSD2 peptide methylation, AlphaScreen, 120 min; hit rate 0.54% among 310,000; in the data active means inhibition above about 50%
SR-BI uptake up: activators of SR-BI mediated HDL lipid uptake; AID 504775; hit rate 0.096% among 320,000; CHO ldlA[mSR-BI] cells, DiI-HDL uptake fluorescence, 3 h; 100 = double the neutral-control signal; activation, % at 12.5 µM;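 active means mean replicate activation of at least 60% and every replicate at or above 60%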;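 further: 0% = median plate neutral-control signal and 100% = twice that signal; values of inactives mirror those of a sister screen read the other way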
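Material: SR-BI-overexpressing, LDLR-lacking CHO cells | Dosing: Single compound concentration, delivered by pin transfer | Probe or stimulus: Labelled HDL, 10 µg/mL | Signal: Bottom-read cell fluorescence after medium removal, ex 550/em 595 nm | Schedule: 3 h, 37 °C | Evaluation: HDL uptake via cellular fluorescence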
LANA DNA inh: KSHV C-LANA DNA binding inhibition. MBP-C-LANA/FAM-LBS DNA binding, fluorescence polarization. inhibition, % at 9 µM. hit rate 0.078% among 340,000. AID 504423;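 active means highest replicate inhibition at or above 60% at 9 µM, even if other replicates fall short; inactive means all replicates below 60% inhibition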;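 further: 0% = neutral control wells and 100% = 4 µM acridine orange control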
PvdQ acylase: P. aeruginosa PvdQ acylase inhibition | hit rate 0.063% among 340,000 | purified PvdQ acylase, fluorescence plate reader | inhibition, % at 10 µM | AID 488965; in the data active means inhibition above about 30%, passing the limit was not always enough;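 further: 0% = vehicle neutral wells and 100% = reference inhibitor wells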
PKA-R2B act: activates the human PKA-R2B holoenzyme complex. PKA-R2B holoenzyme dissociation, Cy5-IP20 fluorescence polarization; R2B truncated from residue 108, S112A mutant; 0% DMSO only, 100% 113 µM cGMP. activation, % at 11.4 µM. hit rate 0.079% among 340,000. P22694+P31323;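 active means activation above a cutoff set at the mean over all compounds plus 3 SD, cut at about 18% in these data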;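 further: higher means more holoenzyme dissociation and a rise in polarization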
Keap1-Nrf2 PPI: Keap1-Nrf2 (human) interaction inhibition; Q14145; Keap1 Kelch-Nrf2 peptide fluorescence polarization, 1536-well; inhibition, % at 9.4 µM; hit rate 0.15% among 340,000; AID 504523; in the data active means inhibition above about 12%;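 further: human Keap1 Kelch domain with fluorescein labeled Nrf2 9mer peptide probe; 0% = neutral control wells and 100% = peptide positive control; higher means more block of Keap1 binding to Nrf2 peptide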
Numbers without * were called inactive; . = no result given.

SMILES	SR-BI HDL uptake	Arr AP2 block	Cardiac RTF inh	DAGLB inhibitor	NSD2 HMT inh	SR-BI uptake up	LANA DNA inh	PvdQ acylase	PKA-R2B act	Keap1-Nrf2 PPI
Clc1cccc(Nc2ncnc3ccc(Br)cc23)c1	33	1	-7	-4	-3	-33	0.6	12	-12	5
COc1ccccc1CNC(=O)CSC(=S)N1CCCC1	-37	-10	5	-1	0	37	-0.9	-6	-6	-5
C/C(=N\O)C1/C(=N/O)CC2C1C2(C)C (centres undefined)	-28	4	-4	0	-1	28	1.1	4	0	3
O=C(CN1C(=O)NC2(CCCC2)C1=O)OCCOc1cccc(Cl)c1	-9	0	-28	-3	-1	9	-0.8	-6	8	3
CCOC(=O)[C@@H]1[C@H]2COc3cc(OC)ccc3[C@@H]2N2C(=O)N(c3ccc(Br)cc3)C(=O)[C@]12C	6	-2	-42	-9	.	-6	0.9	-2	-1	-3
CCCn1c(N)c(N(CCOC)C(=O)c2ccc(S(=O)(=O)N3CCOCC3)cc2)c(=O)[nH]c1=O	4	21	-1	1	-1	-4	-0.2	-8	-7	2
O=C(CSc1nnc(CNC(=O)c2ccco2)o1)Nc1cccc(C(F)(F)F)c1	1	-16	-3	3	7	-1	0.4	-12	2	3
CC(=O)c1c(C)[nH]c(C(=O)COC(=O)c2cccc(S(=O)(=O)N(C)c3ccccc3)c2)c1C	30	7	7	-4	-1	-30	1.1	-12	-20	-6
COc1cccc(C(=O)Nc2cc3c(cc2N2CCOCC2)n(C)c(=O)n3C)c1	3	8	-1	-3	-4	-3	-0.2	-12	4	-5
CCOC(=O)c1oc2c(CN3CCN(C)CC3)c(O)ccc2c(=O)c1-c1ccc(Br)cc1	-10	11	3	-1	2	10	-1.3	7	-8	6
Cc1cc(Cl)ccc1OCCCC(=O)N1CCCCC1	20	28	-8	-6	-3	-20	0.4	7	-3	5
CCc1ccccc1N1CC(C(=O)O)CC1=O (centres undefined)	10	-10	2	-1	0	-10	-0.7	-3	-5	2
O=C(NCc1ccccc1Cl)C(=O)c1cn(CC(=O)N2CCOCC2)c2ccccc12	4	15	-3	-3	19	-4	-0.6	4	-2	1
Nc1nccc(NCCSCc2ccccc2)n1	-14	14	-3	0	3	14	3.1	-10	-2	4
NS(=O)(=O)c1ccc(NC(=O)CCCCCN2C(=O)c3ccccc3C2=O)cc1	7	-2	-3	0	-1	-7	-0.8	-11	-8	-5
O=C(COc1ccccc1)NCc1ccc(-n2cccc2)cc1	-4	18	2	-4	-2	4	0.8	6	-10	2
Cc1nn(C)c2nc(-c3cccs3)cc(C(F)(F)F)c12	3	27	5	-8	-2	-3	1.0	9	-9	0
COc1cccc(C(=O)C2CCCN(Cc3cccc(-n4cccn4)c3)C2)c1 (centres undefined)	.	4	-6	-6	0	.	-1.2	-9	-12	-3
CCc1ccc(/C=C2/SC(=S)N(CCC(=O)Nc3cccnc3)C2=O)cc1	-1	32	-11	-1	-2	1	0.8	-14	7	0
COc1cccc(CN2CC(C(=O)N3CCCO3)CCC2=O)c1 (centres undefined)	-18	-4	-8	0	0	18	0.4	-25	-5	-3
COc1ccc(CCn2c(=N)c(S(=O)(=O)c3ccccc3)cc3c(=O)n4ccccc4nc32)cc1	-2	-8	-6	0	-9	2	0.7	-8	-11	5
Cc1c(Cl)cccc1NC(=S)N1CCN(Cc2ccc3c(c2)OCO3)CC1	-6	-8	-13	-1	3	6	0.8	-3	-5	-4
COc1ccccc1NC(=O)Cn1c(=O)n2nc(C)nc2c2ccccc21	15	13	2	1	.	-15	1.6	5	5	-4
CC1(C)Oc2ccc3ccc(=O)oc3c2[C@H](O)[C@H]1O	-14	7	-7	-2	.	14	-0.7	-11	-9	-2
S=C1SCCN1Cc1ccccc1	-12	0	-5	3	-2	12	2.3	-8	-6	4
COc1ccc(C2(CCN)CC(C)N(C)CC2C)cc1 (centres undefined)	1	-1	-4	-1	12	-1	-1.1	-6	0	-2
CCCCC(=O)N(c1ccc(C(=O)O)cc1)c1nc(-c2ccc(Cl)cc2)c(CC)s1	7	20	-12	0	4	-7	0.9	-7	-5	0
Cc1ccc(S(=O)(=O)N(CC(=O)Nc2cccnc2)c2cccc(Br)c2)cc1	-26	-7	-2	1	-1	26	0.7	1	6	2
COc1ccc(Cl)cc1NC(=O)NCC1CCN(Cc2ccccc2F)CC1	-3	2	-8	-4	6	3	3.0	-8	1	-6
CCOCCCn1c(SCC(=O)Nc2ccc(C(N)=O)cc2)nc2ccccc2c1=O	20	-1	-7	-1	3	-20	1.0	-6	2	-6
CC(OC(=O)c1ncc(Cl)c(Cl)c1Cl)C(=O)NC1CCCCC1C (centres undefined)	-13	-7	2	-3	5	13	0.3	-8	-4	3
COC(=O)c1ccccc1NC(=O)Cn1cnc2cc(C)c(C)cc21	-3	13	-2	-1	.	3	-1.4	0	7	3
Cc1ccc2nc(-c3ccccc3)c(CN3CCSCC3)n2c1	5	10	-3	1	4	-5	-0.4	-5	-18	5
O=C(NCCCN1CCN(Cc2ccccc2)CC1)C1CCN(S(=O)(=O)N2CCCC2)CC1	-6	6	-3	-4	.	6	1.9	6	-4	0
CCOC(=O)N1CCN(C(=O)CCCOc2ccccc2)CC1	-9	7	-2	-4	0	9	1.9	-5	-8	-1
COc1cc(OC)c(C(=O)O/N=C(\N)c2ccccn2)cc1OC	-9	-8	-5	1	0	9	1.3	-9	-4	3
COC(=O)Nc1ccc(S(=O)(=O)N2CCN(c3ccc(F)cc3)CC2)cc1	-7	3	-2	1	-3	7	-1.1	-13	0	2
CSc1nc2ccccc2n1Cc1cccc(F)c1	-6	27	-3	-5	-1	5	4.6	6	6	2
CCOC(=O)c1c(NC(=O)CSc2ncn[nH]2)sc(C(C)=O)c1C	2	-7	-8	-1	26	-2	-1.0	-47	6	0
COc1ccc(/C(C)=N/NC(=O)c2cc(-c3cccnc3)nc3ccccc23)cc1	-10	3	-28	-1	-2	10	-1.0	-12	1	-3
O=C1C2C3c4ccccc4C(c4ccccc43)C2C(=O)N1Cc1cccnc1 (centres undefined)	.	2	2	-2	-9	.	1.3	-2	5	-1
O=C(NCCCO)c1nc2ccccc2s1	11	3	2	-1	-4	-11	-2.2	-8	-6	-1
CCC(C)c1ccc(NC(=S)NCCn2cc(Cl)cn2)cc1 (centres undefined)	5	16	4	0	4	-5	1.1	-11	-1	-3
CSc1nc2ccsc2c(=O)n1-c1ccccc1	19	0	-14	0	1	-19	-1.3	-16	-6	1
CC1=CCC2C(=O)N(c3ccc(C)cc3)C(=O)C2C1 (centres undefined)	-8	-7	-2	0	4	8	-1.0	2	7	-1
O=C(c1ccco1)N1CCN(c2ncnc3c2oc2ccccc23)CC1	-4	31	-6	0	1	4	-0.5	0	8	-4
S=C(NCc1cccs1)Nc1ccc(Br)cc1Cl	6	19	-12	0	-2	-6	-2.2	-7	2	-1
CCOC(=O)C1(CCOc2ccccc2)CCN(Cc2cccc(F)c2)CC1	14	35	0	-9	1	-14	0.0	10	1	1
NS(=O)(=O)c1cccc(NC(=O)CCCNC(=O)c2ccc(Cl)cc2)c1	.	-2	0	-2	-1	.	-2.6	8	-1	-1
O=C1C=CC(=C(c2ccc(O)cc2)c2ccc(O)cc2)C=C1	1	19	-11	0	40	-1	-2.8	-4	3	-2
CCOC(=O)N1CCN(S(=O)(=O)CCNC(=O)c2ccccc2)CC1	-44	0	-13	0	-2	44	-1.9	-10	12	1
O=C(c1cc(-c2ccccc2)nc2ccccc12)N1CCOCC1	7	4	-6	-1	-1	-7	0.4	-1	-14	2
COc1ccc(-c2ccc3c(c2)S(=O)(=O)c2cccc(C(=O)N4CCN(c5c(Cl)cncc5Cl)CC4)c2C3=O)cc1OC	64	3	-11	8	.	-64	1.0	5	-10	-6
Cc1nc([N+](=O)[O-])c(SCC(O)CCl)n1Cc1ccc(Cl)cc1 (centres undefined)	1	3	-1	-1	7	-1	6.1	-3	5	2
CCOC(=O)CN1C(=O)N[C@@H](c2cccs2)C(C(=O)OC)=C1C	-11	-4	-3	0	.	11	0.9	-10	-7	-1
CS(=O)(=O)N1CCC(C(=O)N2CCc3ccccc3C2)CC1	-31	0	-1	3	-3	31	0.2	-10	4	-1
Cc1nc2[nH]c(=S)[nH]c(=O)c2nc1C	-12	-6	-1	0	4	12	1.7	-3	0	-2
COc1ccc(-n2c(COc3ccccc3)nnc2SCC(N)=O)cc1	-20	5	2	3	-4	20	0.1	-8	3	-4
CNC(=O)c1ccccc1Nc1ccc(SC(F)F)cc1	30	-7	-3	0	2	-30	-0.8	1	-6	2
Cc1cc(C)c[n+](-c2[nH]c(=O)sc2/C=N/NC([S-])=Nc2ccccc2)c1	-15	-5	-73	-1	-1	15	36	-4	-1	26*

Laid out differently: 4 of the compounds above.
| canonical_smiles | SR-BI HDL uptake | Arr AP2 block | Cardiac RTF inh | DAGLB inhibitor | NSD2 HMT inh | SR-BI uptake up | LANA DNA inh | PvdQ acylase | PKA-R2B act | Keap1-Nrf2 PPI |
| --- | --- | --- | --- | --- | --- | --- | --- | --- | --- | --- |
| Cc1nc2[nH]c(=S)[nH]c(=O)c2nc1C | -12 | -6 | -1 | 0 | 4 | 12 | 1.7 | -3 | 0 | -2 |
| Cc1nc([N+](=O)[O-])c(SCC(O)CCl)n1Cc1ccc(Cl)cc1 (centres undefined) | 1 | 3 | -1 | -1 | 7 | -1 | 6.1 | -3 | 5 | 2 |
| CS(=O)(=O)N1CCC(C(=O)N2CCc3ccccc3C2)CC1 | -31 | 0 | -1 | 3 | -3 | 31 | 0.2 | -10 | 4 | -1 |
| CCOC(=O)CN1C(=O)N[C@@H](c2cccs2)C(C(=O)OC)=C1C | -11 | -4 | -3 | 0 | . | 11 | 0.9 | -10 | -7 | -1 |

(more compounds)
SMILES	SR-BI HDL uptake	Arr AP2 block	Cardiac RTF inh	DAGLB inhibitor	NSD2 HMT inh	SR-BI uptake up	LANA DNA inh	PvdQ acylase	PKA-R2B act	Keap1-Nrf2 PPI
COc1ccccc1C(CNC(=O)COc1ccccc1C)N1CCCC1 (centres undefined)	-4	2	4	-2	2	4	.	7	1	.
Cc1ccc(Oc2nc3ccccn3c(=O)c2/C=C(\C#N)C(=O)Nc2c(C)n(C)n(-c3ccccc3)c2=O)cc1	-2	14	-1	0	6	2	-1.1	-7	8	-5
Cc1ccccc1N1CCN(Cc2cccc(C(=O)O)c2)CC1	-8	-4	3	1	-1	8	-0.3	-9	9	-6
O=C(Cc1ccccc1[N+](=O)[O-])Nc1ccc(S(=O)(=O)N2CCCC2)cc1	12	12	0	-4	-1	-12	-0.4	-4	-3	-2
CC(C(=O)NC1CCCC1)N1C(=O)c2cccc3cccc1c23 (centres undefined)	5	39	-3	-2	-1	-5	0.4	-1	-2	0
CC(=O)c1cc2c(cc1NC(=O)CN1CCCCC1C)OCO2 (centres undefined)	3	-9	-9	-1	.	-3	1.6	-11	-3	-5
Cc1ccc(O)c(NC(=O)c2ccc3c(c2)C(=O)N(CC(C)C)C3=O)c1	36	5	-8	0	0	-36	0.2	-14	-11	-2

Rows are unselected; about 2.1% have a hit in one of these screens.
